Bioassay records (PubChem BioAssay)
RECQ1 helicase: RECQ1 (human) helicase inhibition. Potency, µM (highest dose often 57.3 µM), without a hit: at the highest dose activity, negative = inhibition, most hits filed as inhibitors. 0.54% of 240,000 active. AID 2549. RECQ1 DNA unwinding, red fluorescence kinetic read. P46063;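 further: plate controls were vehicle for no effect and no enzyme for full effect; nearly all actives have a fitted effect of over 30% in size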
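50 nM RECQ1T1 preincubated 15 min with compound in Tris pH 8.0 buffer with MgCl2, DTT, Tween-20 and 2.5 ug/ml poly(dI-dC); started with 200 nM TAMRA/BHQ-2 forked duplex and 2 mM ATP. Unwinding read as fluorescence (525/598 nm), two reads 2 h apart.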
Tau fibril ThT: tau fibrillization inhibition (ThT binding) | P10636 | recombinant tau K18 P301L, heparin-induced fibrillization, ThT fluorescence | Potency, µM (doses to about 57.4 µM), without a hit: at the top dose activity, negative = inhibition, hits mostly inhibitors | 2.1% of 270,000 active; further: nearly all actives have a fitted effect of over 55% in size
Target sequence (P10636 561-689 P618L limits assumed): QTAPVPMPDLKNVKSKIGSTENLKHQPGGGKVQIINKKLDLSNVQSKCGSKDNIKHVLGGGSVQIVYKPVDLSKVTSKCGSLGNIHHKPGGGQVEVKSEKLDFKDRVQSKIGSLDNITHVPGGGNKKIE
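Fibril formation assay: tau K18 P301L at 15 uM with trace Alexa 594 label, heparin inducer 20 uM, pH 7 sodium acetate buffer, 37 C for 6 hr; endpoint ThT signal.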
TexasRed fluor: Texas Red fluorescence interference in TRb-SRC2 counter-screen; TRb/SRC2 Texas Red total fluorescence interference; 0.29% of 280,000 active; AID 1479; Potency, µM (doses to about 106 µM), for inactives: at the highest dose fluorescence change, negative = quenching; active means well fitted curve in either direction with a large enough effect; inconclusive means small, poorly fitted or top-dose-only effect
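Human TRb ligand-binding domain at 0.6 uM with 20 nM Texas Red SRC2 peptide in Tris buffer containing 1 uM T3 and 5% DMSO, incubated with compound 5 h at ambient temperature. Total fluorescence (555/632 nm) calculated as parallel + 2 × perpendicular.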
L3MBTL1 inh: inhibitors of human L3MBTL1; AID 485360; Q9Y468; 0.66% of 230,000 active; AlphaScreen L3MBTL1–H3K9me1 peptide binding; Potency, µM (highest dose often 57.1 µM), inactives show at the highest dose activity, negative = inhibition, actives largely listed as inhibitors; further: nearly all actives have a fitted effect of over 60% in size
Target sequence (Q9Y468 whole entry, looked up): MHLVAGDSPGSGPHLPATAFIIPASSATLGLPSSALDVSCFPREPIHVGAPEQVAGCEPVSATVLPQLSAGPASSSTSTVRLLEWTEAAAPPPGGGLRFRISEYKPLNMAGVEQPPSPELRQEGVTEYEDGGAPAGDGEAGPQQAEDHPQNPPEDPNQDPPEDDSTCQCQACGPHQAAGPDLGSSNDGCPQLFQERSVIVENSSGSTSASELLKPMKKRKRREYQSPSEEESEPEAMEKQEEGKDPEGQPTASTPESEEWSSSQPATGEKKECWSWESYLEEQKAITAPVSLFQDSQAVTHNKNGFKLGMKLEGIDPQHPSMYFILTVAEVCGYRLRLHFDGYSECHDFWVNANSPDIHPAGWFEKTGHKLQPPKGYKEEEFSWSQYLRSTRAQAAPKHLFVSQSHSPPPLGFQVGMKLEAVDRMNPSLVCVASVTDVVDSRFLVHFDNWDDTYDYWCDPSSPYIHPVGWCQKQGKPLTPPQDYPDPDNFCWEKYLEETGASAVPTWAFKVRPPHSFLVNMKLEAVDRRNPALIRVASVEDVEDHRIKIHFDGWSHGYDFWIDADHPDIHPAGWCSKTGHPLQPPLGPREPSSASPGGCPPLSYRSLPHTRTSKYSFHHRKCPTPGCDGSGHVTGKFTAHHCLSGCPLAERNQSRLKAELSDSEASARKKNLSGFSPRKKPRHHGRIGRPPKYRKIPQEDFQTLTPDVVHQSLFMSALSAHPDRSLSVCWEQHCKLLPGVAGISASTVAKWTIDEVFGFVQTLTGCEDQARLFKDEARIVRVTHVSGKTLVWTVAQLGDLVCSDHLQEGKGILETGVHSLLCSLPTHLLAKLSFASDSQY
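L3MBTL1 50 nM + b-AHA-H3(1-15)K9me1 75 nM, 30 min RT; compound added, 30 min RT; streptavidin donor/Ni-chelate acceptor beads 10 ug/mL each final, 30 min RT dark; AlphaScreen read.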
Tau FP inhib: inhibitors of human tau fibril formation; K18 P301L tau heparin fibrillization, Alexa594 FP, 6 h; AID 1468; Potency, µM (highest dose often 57.7 µM), without a hit: top-dose activity, negative = inhibition, actives largely listed as inhibitors; P10636; 0.39% of 280,000 active; further: nearly all actives have a fitted effect of over 55% in size
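Human K18 P301L fragment (15 uM unlabeled plus 0.24 uM Alexa 594-labeled) in 100 mM sodium acetate pH 7 with compound, aggregation induced by 20 uM heparin for 6 hr at 37 C. ThT (30 uM) added for 1 hr, then Alexa 594 FP read.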
TRb-SRC2 inh: TRbeta-SRC2 interaction inhibition | P10828 | TRbeta-SRC2 peptide binding, fluorescence polarization; receptor liganded with 1 µM T3 | Potency, µM (series often up to 106 µM), for the others: at the highest dose activity change, negative = inhibition, most hits filed as inhibitors | 0.065% of 280,000 active;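 further: plate controls were bound peptide for no effect and peptide without receptor for full effect; nearly all actives have a fitted effect of over 50% in size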
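TRb LBD 0.6 uM + Texas Red SRC2 peptide 20 nM, 1 uM T3, Tris buffer w/ 5% DMSO; compound pinned, 5 h RT; FP read ex 555/em 632; normalized to unbound and bound controls.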
GoLoco inh red: inhibitors of human Gai1-RGS12 GoLoco interaction (red fluorophore); Gai1:RGS12 GoLoco peptide FP, rhodamine, 10 min; 0.44% of 230,000 active; P63096; Potency, µM (series often up to 61.6 µM), inactives show top-dose activity, negative = inhibition, most hits filed as inhibitors; active means well fitted inhibition curve with a large enough effect, not every such curve was filed as active; inactive means no such curve, though single readings can be large or run the other way; further: nearly all actives have a fitted effect of over 30% in size; many of its hits are not listed in these tables
KDM4E inh: blocks human JMJD2E demethylase activity; B2RXH2; JMJD2E catalytic domain, FDH-coupled NADH fluorescence (FDH is formaldehyde dehydrogenase); Potency, µM (titrated, usually from 57.1 µM), for inactives: at the highest dose activity change, negative = inhibition, hits mostly inhibitors; 1.6% of 230,000 active; AID 2147; active means well fitted inhibition curve with a large enough effect, not every such curve was filed as active; inconclusive means small, poorly fitted or top-dose-only effect, or another doubt; inactive means no such curve, though single readings can be large or run the other way;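 further: 0% = wells with enzyme and -100% = buffer wells without enzyme; nearly all actives have a fitted effect of over 50% in size; many of its hits are not listed in these tables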
* hit, by the source's call; i = inactive; ? = inconclusive; . = no result given; [ ] = another dose, or the depositor's remark. Unless noted, the call rests on the fitted dose curve; in most records, active means well fitted curve in the direction sought with a large enough effect; inconclusive means small, poorly fitted or top-dose-only effect, or another doubt; inactive means no such curve, though single readings can be large; an effect the other way counts as inactive or inconclusive. Unless noted, on the % scale 0 is the no-effect control and ±100 the full control effect; potency means the concentration at half of the fitted maximal effect.

SMILES	RECQ1 helicase	Tau fibril ThT	TexasRed fluor	L3MBTL1 inh	Tau FP inhib	TRb-SRC2 inh	GoLoco inh red	KDM4E inh
N#CCCN(C(=O)COc1ccc(C#N)cc1)c1ccc(F)cc1	i	11%	-2%	3%	4%	3%	-8%	-3%
Cc1ccc(-n2c(SCC(=O)OC(C)C)nnc2-c2ccccn2)cc1	-4%	-7%	-1%	-16%	8%	-14%	-4%	-10%
COc1ccc(NC(=O)/C(Cl)=C(/Cl)S(=O)Cc2ccc(C)cc2)cn1 (stereo not given)	-1%	?	2%	.	?	-15%	-23%	-8%
CC(C)c1ccc(NC(=O)C2CCCN(S(=O)(=O)c3ccc4[nH]c(=O)ccc4c3)C2)cc1 (stereo not given)	.	6%	1%	.	-17%	-7%	.	.
COC(=O)C1=C(C(=O)OC)[C@@H]2Nc3ccccc3[C@@]23C[C@@H](C(=O)OC)N(C(=O)COCc2ccccc2)C3=N1	3%[11.5 µM]	-1%[11.5 µM]	-1%[11.2 µM]	.	-7%[11.6 µM]	3%[11.2 µM]	9%[14.2 µM]	-9%[11.4 µM]
Nc1ncc(-n2cncn2)c(-c2ccc(Cl)cc2)n1	i	-1%	2%	-1%	-8%	-4%	0%	?
COc1ccccc1Nc1nc(C)cc(C)c1C(N)=O	-2%	-3%	-2%	3%[11.4 µM]	5%	-18%	2%	12%
COc1ccc(S(=O)(=O)Nc2cc3c(C(=O)OC(C)C)c(C)oc3c3ccccc23)cc1	.	?	5%	.	5%	0%	.	.
O=C(Cn1ccsc1=NC(=O)c1ccco1)c1ccccc1	-2%	3%	-2%	4%	-2%	2%	-2%	-6%
CN(CC(O)COc1ccc(S(=O)(=O)N2CCOCC2)cc1)C1CCCCC1 (stereo not given)	14%	2%	0%	.	-1%	0%	4%	-4%
O=C(CC(Nc1ccccc1Cl)C(=O)O)c1ccccc1 (stereo not given)	19%	?	-2%	-4%	?	-2%	0%	-24%
Cc1ccc(NC(=O)C2CC(=O)N(CCc3ccccc3)C2)c(C)c1 (stereo not given)	i	-4%	-3%	.	-10%	3%	-9%	-10%
COc1ccc(NCc2cc3ccccc3[nH]c2=O)cc1	-10%	?	-3%	-6%	-2%	-12%	.	?
N#C/C(=C\c1ccccc1[N+](=O)[O-])C(=O)NCc1ccccc1	-9%	-16%	-4%	2%	7%	5%	-1%	-17%
C=CC1=C(C)C2=Cc3c(C=C)c(C)c4[n]3[Sn+2][n]3c(c(C)c(CCC(=O)O)c3=CC3=NC(=C4)C(C)=C3CCC(=O)O)=CC1=N2	40µM*	?	?	.	18µM*	13µM*	1.4µM*	?
COc1ccc(NC(=O)CC2SC(=Nc3ccccc3)NC2=O)c(OC)c1 (stereo not given)	-12%	-3%	-1%	-3%	5%	-21%	10%	7%
Cc1nn2c(=O)cc(COC(=O)C(c3ccccc3)c3ccccc3)nc2s1	.	-9%	-15%	.	-8%	3%	.	.
O=C(NCc1ccc2c(c1)CCN2C(=O)c1ccccc1)Nc1cc(F)ccc1F	.	-18%	-1%	.	?	-7%	.	.
Cc1ccc(NC(=O)COC(=O)CN2CSCC2=O)cc1C	-1%	-11%	0%	1%	4%	1%	13%	-1%
COc1ccc(N2CCN(C(=S)Nc3cccc(C)c3)CC2)cc1	-11%	-12%	-3%	-4%	2%	1%	-3%	-4%
COc1ccc(N2C(=O)c3ccccc3NC2c2ccc(OC)c(Cn3nnc4ccccc43)c2)cc1 (stereo not given)	-4%	-9%	4%	-5%	3%	-1%	10%	?
O=C1CC(N2CCN(Cc3ccc4c(c3)OCO4)CC2)C(=O)N1c1cccc(Cl)c1 (stereo not given)	-10%	-10%	7%	.	-8%	-1%	-6%	-1%
CCOC(=O)c1c(C)[nH]c(C)c1S(=O)(=O)NCC(=O)NCc1ccccc1Cl	.	2%	0%	.	0%	-3%	.	.
O=[N+]([O-])c1cccc(C(=S)N2CCN(c3ccccc3F)CC2)c1	-14%	-9%	-1%	-2%	6%	5%	-4%	-4%
Cc1ccccc1CSCCC(=O)NCCC1=CCCCC1	0%	-17%	0%	-27%	-5%	-6%	-8%	-1%
Cc1ccc(NC(=O)/C(=C\c2cccc([N+](=O)[O-])c2)NC(=O)c2cccs2)cc1	-4%	4%	-2%	-1%	1%	-3%	-3%	4%
C/C(CC1CC(C)(C)OC1=O)=N/Nc1nc(-c2ccccc2)cs1 (stereo not given)	7%	25µM*	3%	-15%	?	-18%	2%	-1%
O=C(c1cnc2cc(-c3ccccc3)nn2c1)c1cc([N+](=O)[O-])ccc1O	.	?	-4%	.	5%	-2%	.	.
Cc1nc2oc(C(=O)c3ccc(Br)cc3)c(N)c2c2c1COC(C)(C)C2	-5%	?	0%	2%	3%	-7%	.	-3%
CCCCC(CCC(=O)Nc1ccn(-c2ccccc2)n1)C(=O)O (stereo not given)	-8%	-18%	-2%	-3%	?	-11%	-13%	-1%
CS(=O)(=O)N1CCCC(C(=O)NCCCN2CCc3ccccc3C2)C1 (stereo not given)	-7%	11%	-4%	0%	1%	-3%	5%	-1%
Cc1nn(C)c(C(=O)Nc2ccc(S(=O)(=O)NC34CC5CC(CC(C5)C3)C4)cc2)c1Br	7%	-1%	2%	0%	0%	?	5%	7%
Cc1cc(SCC(N)=O)nc(SCC(=O)c2ccccc2)n1	1%	-1%	-3%	-1%	-2%	8%	-3%	0%
COc1ccc(NC(=S)Nc2ccc(N(C)C(C)=O)cc2)cc1	-4%	-7%	-5%	-7%[11.4 µM]	0%	-7%	-11%	7%
C/C=C/c1ccc(OCCOc2ccc(C=O)cc2)c(OC)c1	-1%	?	-4%	16%	-2%	4%	3%	-9%
CCOCc1nnc(NC(=O)c2c(OC)cccc2OC)s1	0%	-9%	0%	.	-11%	-8%	3%	?
CCCNC(=O)C(=O)NCC(c1ccc2c(c1)OCO2)N1CCOCC1 (stereo not given)	.	1%	-2%	.	0%	2%	.	.
Cc1ccc(S(=O)(=O)NC(C)(C)CSc2ncccn2)cc1	i	13%	0%	58%[activator]	2%	2%	17%	-3%
CN(Cc1cccc2ncccc12)C(=O)CC1C(=O)NCCN1Cc1ccc(F)cc1 (stereo not given)	-8%	-15%	1%	2%	-4%	-1%	-5%	-19%
COCCCNc1nc(N)c([N+](=O)[O-])c(NCC2CCCO2)n1 (stereo not given)	-1%	-5%	-3%	12%	-7%	-5%	-2%	-3%

2 successive records already listed:
SMILES	RECQ1 helicase	Tau fibril ThT	TexasRed fluor	L3MBTL1 inh	Tau FP inhib	TRb-SRC2 inh	GoLoco inh red	KDM4E inh
N#CCCN(C(=O)COc1ccc(C#N)cc1)c1ccc(F)cc1	i	11%	-2%	3%	4%	3%	-8%	-3%
Cc1ccc(-n2c(SCC(=O)OC(C)C)nnc2-c2ccccn2)cc1	-4%	-7%	-1%	-16%	8%	-14%	-4%	-10%

Limited to Tau fibril ThT, KDM4E inh and GoLoco inh red, for some of the entries so far:
SMILES	Tau fibril ThT	KDM4E inh	GoLoco inh red
COc1ccc(NCc2cc3ccccc3[nH]c2=O)cc1	?	?	.
N#C/C(=C\c1ccccc1[N+](=O)[O-])C(=O)NCc1ccccc1	-16%	-17%	-1%
C=CC1=C(C)C2=Cc3c(C=C)c(C)c4[n]3[Sn+2][n]3c(c(C)c(CCC(=O)O)c3=CC3=NC(=C4)C(C)=C3CCC(=O)O)=CC1=N2	?	?	1.4µM*

Following part:
SMILES	RECQ1 helicase	Tau fibril ThT	TexasRed fluor	L3MBTL1 inh	Tau FP inhib	TRb-SRC2 inh	GoLoco inh red	KDM4E inh
COc1ccc(CCn2c(-c3cc([N+](=O)[O-])cc([N+](=O)[O-])c3)nc3nc4ccccc4nc32)cc1	-12%	0%	-3%	-1%	2%	6%	5%	-4%
COCCNC(=S)NNc1ccc(Cl)c(C(=O)O)c1	-7%	?	-1%	-21%	?	-4%	-2%	?
O=C1c2ccccc2NC(c2cn[nH]c2-c2ccccc2)N1O (stereo not given)	-3%	?	2%	-5%	7%	1%	-1%	?
Cn1c(SCC(N)=O)nnc1C1CCN(C(=O)NCc2ccccc2)CC1	-12%	0%	1%	.	0%	-3%	12%	4%
COc1ccccc1C1CC(=O)Nc2cc3c(cc21)OCCO3 (stereo not given)	0%	-6%	2%	.	-3%	3%	8%	-6%
Cc1c(C(=O)OCC[N+]2(C)CCCCC2)oc2ccccc12	i	-6%	1%	4%	3%	5%	15%	25µM*
O=C(O)C(c1ccccc1)C1(O)CCCC1 (stereo not given)	-5%	-2%	-3%	7%	5%	0%	4%	4%
Cc1nn(CC(=O)NCCc2ccc(Cl)cc2Cl)c(C)c1[N+](=O)[O-]	-5%	3%	0%	-8%	2%	11%	-7%	-1%
O=C(Cn1cnc2ccccc2c1=O)Nc1ccc(N2CCOCC2)cc1	-17%	-9%	-2%	-29%	6%	2%	9%	12%
CC1=C(C(=O)Nc2ccc(C)cc2C)C(c2ccccc2)n2nc(SCC(=O)c3ccc(C)cc3)nc2N1 (stereo not given)	.	?	0%	.	-6%	-10%	.	.
Cc1ccc(Nc2nc(N3CCN(C)CC3)nc(N)c2[N+](=O)[O-])cc1C	5%	-1%	0%	-4%	9%	-24%	2%	7%
O=C(CCl)Nc1cn(-c2ccccc2)nc1-c1ccc(F)cc1	-5%	-3%	-1%	5%	-2%	-6%	10%	?
Cc1cccc(NC(=O)c2ccc(NCCO)c([N+](=O)[O-])c2)n1	4%	.	-1%	.	3%	-1%	0%	10%
CCOC(=O)c1sc(NC(=O)CCCCl)nc1C	i	-8%	-2%	5%	-3%	-9%	-9%	?
CCN(CC)c1ccc(NC(=O)COc2ccc(C#N)cc2)cc1S(=O)(=O)Nc1ccc(OC)cc1	-1%	6%	-3%	3%	?	0%	6%	1%
CCOc1ccccc1-n1c(COc2ccccc2)nnc1SCC(N)=O	8%	-7%	2%	.	12%	-17%	5%	0%
Cc1ccc(CN2CCN(CCC(C)C)C(CCO)C2)s1 (stereo not given)	-3%	-2%	-1%	8%	-3%	-1%	3%	1%
COc1ccccc1NS(=O)(=O)c1cc(NC(=O)c2cnccn2)ccc1N1CCOCC1	-17%	-13%	-6%	-7%	4%	-3%	5%	-2%

The list is partial; count on the stated rates, not on these rows.
